Screening data (PubChem BioAssay)
CHT allo act: allosterically activates the human high affinity choline transporter; 0.49% of 310,000 active; Q9GZV3; CHT-expressing cells, membrane potential dye, choline EC20; stronger effect = higher value; LV-AA mutant CHT in HEK293 cells; B-score at 10 µM;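 active means initial fluorescence not abnormally high and integrated response B-score, plate-corrected, over 3 SD above library mean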
Target sequence (Q9GZV3 whole entry, looked up): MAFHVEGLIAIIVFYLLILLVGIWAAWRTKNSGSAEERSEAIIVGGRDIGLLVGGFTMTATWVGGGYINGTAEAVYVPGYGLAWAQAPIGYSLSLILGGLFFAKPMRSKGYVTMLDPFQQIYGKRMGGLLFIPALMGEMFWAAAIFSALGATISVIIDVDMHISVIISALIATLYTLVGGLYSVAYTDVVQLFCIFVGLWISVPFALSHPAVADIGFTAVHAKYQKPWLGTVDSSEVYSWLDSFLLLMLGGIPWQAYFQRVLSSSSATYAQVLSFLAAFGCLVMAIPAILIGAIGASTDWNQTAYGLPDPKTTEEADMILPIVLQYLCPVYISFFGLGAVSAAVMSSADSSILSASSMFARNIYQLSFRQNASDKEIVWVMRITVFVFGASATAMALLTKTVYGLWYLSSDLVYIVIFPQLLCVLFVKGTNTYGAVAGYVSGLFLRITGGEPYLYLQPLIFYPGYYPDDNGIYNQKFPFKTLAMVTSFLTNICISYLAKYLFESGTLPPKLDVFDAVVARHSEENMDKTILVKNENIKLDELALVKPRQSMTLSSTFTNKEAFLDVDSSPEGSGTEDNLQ
CHT inh: inhibitors of human choline transporter CHT. Q9GZV3. 0.86% of 310,000 active. CHT-expressing cells, membrane potential dye, choline response; stronger effect = lower value. B-score at 10 µM. AID 488975;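 active means B-score over 3 SD under the library average, and starting fluorescence ratio not unusually high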;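 further: choline stimulus applied at its EC90 after an EC20 pre-addition; B-score computed on integrated fluorescence ratio after choline addition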
Active calls of the source: *; i = inactive.

SMILES	CHT allo act	CHT inh
Fc1ccccc1Nc1n[nH]c(=S)s1	i	i
O=C(Oc1ccc(Cl)cc1)c1ccc(N2CCOCC2)c([N+](=O)[O-])c1	i	i
CCN(CC)S(=O)(=O)c1ccc(C(=O)Oc2ccc3c(c2)OCO3)cc1	i	i
Clc1cccc(-c2cc3nc4c(c(NCc5ccco5)n3n2)CCCC4)c1	i	i
COC(=O)c1cc(OC)c(OC)cc1NC(=O)CN1CCCCC1	i	i
COc1cccc(OCC(=O)Nc2ccccc2C(=O)Nc2ccc(C(=O)O)cc2)c1	i	i
COc1ccc2nc(SCC(=O)Nc3nonc3C)[nH]c2c1	i	i
Cc1ccc(S(=O)(=O)/N=C/c2c(O)ccc3ccccc23)cc1	i	i
CCOc1cc(/C=N/NC(=O)COc2cccc(C)c2)ccc1OC(=O)c1cccs1	i	i
CC1CCN(CCCn2c(SCC(=O)Nc3ccccc3Cl)nc3ccccc3c2=O)CC1	6.38*	i
CCn1c(COc2ccc(=O)n(-c3ccccc3)n2)nnc1SCc1ccc(C)cc1	i	i
Cc1ccc(OC(=O)COc2ccccc2C)cc1	i	i
Cc1ccc(-c2nnn(CC(=O)N(CC3CCCO3)C(C(=O)NC(C)(C)C)c3ccc(F)cc3)n2)o1 (stereo not given)	i	i
CCCC(=O)OCC(=O)Nc1ccc2c(c1)OCO2	i	i
CCC1=C(OC(=O)N(CC)CC)N2C(=O)OC(=NCc3ccccc3)[C@]2(C)[C@H]2C1=CC[C@H]1C(=O)NC(=O)[C@H]12	i	i
COc1cccc(Cn2nnc(C(=O)Nc3cc(C)ccc3OC)c2N)c1	i	i
Cc1cccc2cc(C#N)c(N3CCN(C)CC3)nc12	i	i
CCN1CCSc2ccc(C(=O)NCc3ccc(OC(C)C)cc3)cc21	i	i
COc1cc(NC(=O)c2cc3nc(C4CC4)cc(C(F)(F)F)n3n2)c(OC)cc1Cl	i	i
Cc1cc(NCCCn2ccnc2)n2nc(C)c(-c3ccccc3)c2n1	8.46*	i

The last 2 compounds of the part above come first, to join the parts:
SMILES	CHT allo act	CHT inh
COc1cc(NC(=O)c2cc3nc(C4CC4)cc(C(F)(F)F)n3n2)c(OC)cc1Cl	i	i
Cc1cc(NCCCn2ccnc2)n2nc(C)c(-c3ccccc3)c2n1	8.46*	i
Nc1ccccc1Sc1ccccc1[N+](=O)[O-]	i	i
O=C(COC(=O)CCc1c[nH]c2ccccc12)NC(c1ccccc1)c1ccccc1	i	i
CCOC(=O)c1cc2c(C)[nH]c(C)c2cc(C(=O)OCC)c1=O	i	i
O=C(CN1CCN(Cc2ccc3c(c2)OCO3)CC1)Nc1ccc(N2CCOCC2)cc1	i	i
CCc1ccc[n+](-c2[nH]c(=O)sc2/C=N/NC([S-])=Nc2ccccc2)c1	i	i
CCOC(=O)C1CCN(C(=O)CSc2nc3ncccc3[nH]2)CC1	i	i
COc1cccc(-n2nnc3c(=O)n(CC(=O)Nc4cc(C)on4)cnc32)c1	i	i
N#C/C(C(=O)NCc1ccco1)=C1/SC=C(c2ccccc2)N1c1ccccc1	i	i
CSc1ccccc1C(=O)N1CCCCC1	i	i
Oc1ccc2nc(Cc3ccccc3)[nH]c2c1	i	i
COc1ccc(C2C(C(N)=O)=C(C)Nc3nc(-c4ccccc4)nn32)cc1OC (stereo not given)	i	i
O=C(CSc1ncn[nH]1)Nc1ccc(Br)cc1F	i	i
Cn1cccc1-c1cc(C(=O)N/N=C/c2ccc([N+](=O)[O-])cc2)[nH]n1	i	i
CC1(C)CC(=O)N(c2ccc(Cl)cc2Cl)C(=O)C1	i	i
CN(c1ccc(C(=O)NCC2CCCO2)cc1)S(C)(=O)=O (stereo not given)	i	i
Cc1ccccc1-n1c(SCc2c(C)noc2C)nnc1-c1c[nH]c2ccccc12	i	i
Cc1nc2cc(NC(=O)N3c4ccccc4CC3C)ccc2n1C (stereo not given)	i	i
COCCCNC(=O)CCn1nc(-c2ccc(Cl)cc2)ccc1=O	i	i
Cc1cc(NC(=O)CSc2nnnn2-c2ccc(C)c(C)c2)no1	i	i
N#CCC(=O)Nc1ccc(C(=O)OCC(=O)NC(=O)Cc2ccccc2)cc1	i	i
COc1ccc(/C=C/S(=O)(=O)NCc2ccccc2)cc1OC	i	i
CCOC(=O)C(Cc1ccccc1)NC(=O)CNC(=O)CNC(=O)OCc1ccccc1 (stereo not given)	i	i
Cn1c(=O)c2c(nc(CN3CCN(c4ccc(F)cc4)CC3)n2CCN2CCOCC2)n(C)c1=O	i	i
O=C(CC1C(=O)NCCN1CCCc1ccccc1)NCCc1ccccc1Cl (stereo not given)	i	i
COc1cccc(C2=NOC(C(=O)N3CCOCC3)C2)c1 (stereo not given)	i	i
CCOc1ccc(CC(=O)NNC(=S)Nc2ccc(OC)c(OC)c2)cc1	i	i
CCN(CC)CCNC(=O)CS(=O)Cc1nc(-c2ccccc2Cl)oc1C (stereo not given)	i	i
Cc1ccc(NC(=O)c2ccccc2OCC(=O)c2ccc(F)cc2)cc1	i	i
Cc1cc(Cl)ccc1NC(=O)CSc1nnc(Cc2cccs2)n1Cc1ccco1	i	i
COc1ccc(/C(N)=N/OC(=O)CSc2ccccc2)cc1OC	i	i
Cc1ccccc1NC(=S)N(CCc1c(C)[nH]c2ccc(F)cc12)Cc1cccnc1	i	i
COc1ccc(-n2nc(C(=O)NCC(=O)Nc3cc(OC)c(OC)c(OC)c3)c3ccccc3c2=O)cc1Cl	i	i
C=C(C)C1CC=C(C)/C(=N/NC(=O)c2ccccc2[N+](=O)[O-])C1 (stereo not given)	i	i
O=C(COc1ccc(NC(=O)c2ccccc2[N+](=O)[O-])cc1)c1ccc(F)cc1	i	i
COc1ccc(Cc2nnc(NC(=O)Nc3ccccc3OC)s2)cc1	i	i
C=CCC1(CC=C)CCCN1C(=O)c1cc(COc2ccc(C)nc2)on1	i	i
Cc1ccc2c(COC(=O)CNC(=O)c3ccccc3)cc(=O)oc2c1	i	i
C/C(Cn1nnc2ccccc21)=N\NC(=O)c1ccc(Br)cc1	i	i
CCOC(=O)C1=C(c2ccccc2)NC(=O)NC1c1cc(Br)c(O)c(OC)c1 (stereo not given)	i	i
COc1ccc(OC)c(Nc2nc(-c3ccncc3)nc3ccccc23)c1	i	i
COc1ccc(Cn2nnnc2CN(Cc2cc3ccc(C)cc3[nH]c2=O)C2CCCC2)cc1	i	i
O=C(NCCNC(=O)c1ccco1)c1ccc(Cl)c(Cl)c1	i	i
Cc1ccc(-c2csc3ncn(-n4c(C)ccc4C)c(=O)c23)o1	i	i
COc1cc(C(=O)Nc2ccccc2N2CCN(S(C)(=O)=O)CC2)cc(OC)c1OC	i	i
Cc1ccc(C)c(OCC(=O)Nc2nc3ccc([N+](=O)[O-])cc3s2)c1C	i	i
Cc1nnc(SCCn2c(Br)nc3c2c(=O)n(C)c(=O)n3C)s1	i	i
COc1ccc(NC(=O)NC2CCCCCCC2)cc1	i	i
Cc1ccc(CSCC(=O)Nc2ccc(N3CCOCC3)cc2N2CCOCC2)cc1	i	i
Cc1ccc(-n2c(SCc3nc4ccccc4[nH]3)nnc2-c2ccncc2)cc1	i	i
O=C(CCN1C(=O)/C(=C\c2ccccc2)SC1=S)NNC(=O)c1ccncc1	i	i
Cc1ccccc1C(=O)Nc1cccc(-c2ccc3nncn3n2)c1	i	i
Cc1cc(C)cc(NC(=O)CCN2C(=O)c3ccccc3S2(=O)=O)c1	i	i
O=S(=O)(c1ccc(Cl)s1)N1CCN(C/C=C/c2ccccc2)CC1	i	i
Cc1c(C(=O)O)cccc1-c1ccc(/C=C2\SC(=O)NC2=O)o1	i	i
CC1CC(C)CN(CCCNC(=O)c2csc3c2CCCCC3)C1 (stereo not given)	i	i
COC(=O)COc1ccc(S(=O)(=O)N2CCCCC2)cc1[N+](=O)[O-]	i	i
Cn1ccnc1SCC(=O)c1c[nH]c2ccccc12	i	i
O=C(Cn1cnc2scc(-c3ccccc3)c2c1=O)N1CCOCC1	i	i
CC1=NN(C(N)=S)C(=O)C1N=Nc1c(Cl)cc([N+](=O)[O-])cc1Cl (stereo not given)	i	i
CC(C)Cn1c(-c2cc([N+](=O)[O-])ccc2Cl)nc2c1c(=O)[nH]c(=O)n2Cc1ccccc1	i	i
(continued)
SMILES	CHT allo act	CHT inh
CCOC(=O)C1CCCN(Cc2nc3ccc([N+](=O)[O-])cc3c(=O)n2-c2ccc(OC)cc2OC)C1 (stereo not given)	i	i
CCN(CC)CCOc1ccc(Br)cc1	i	i
CCC(C)NC(=O)c1csc2c1CCCCC2 (stereo not given)	i	i
Cc1ccc(-c2nnc(Cc3ccc(Cl)cc3)o2)cc1	i	i
CCOc1ccc2c3c(c(=O)oc2c1OCC)CCCC3	i	i
O=C1C(=O)N(CCOCCO)C(c2ccccn2)/C1=C(\O)c1ccccc1 (stereo not given)	i	i
CCN(CCC(=O)O)c1ccccc1	i	i
CCC(C)NC(=S)N(Cc1cc2cc(C)ccc2n2nnnc12)CC(C)(C)NC(C)C (stereo not given)	i	i
COc1ccccc1N1CCN(c2cc(C)nc3nc(C)nn23)CC1	i	i
Cc1nn(C)c(C)c1CN(C)C(=O)c1cc2n(n1)C(C(F)(F)F)CC(c1cccs1)N2 (stereo not given)	i	i
CCOC(=O)c1c(C)oc2c1c(C=NC1CCS(=O)(=O)C1)c(O)c1ccccc12 (stereo not given)	i	i
CC(=O)c1ccc(NC(=S)N2CCN(CCN3C(=O)c4cccc5cccc(c45)C3=O)CC2)cc1	i	i
CN(Cc1ccccc1)S(=O)(=O)c1ccc2c(c1)n(C)c(=O)c(=O)n2C	i	i
Brc1cc2c(cc1/C=N/Nc1nc(N3CCCC3)nc(N3CCOCC3)n1)OCO2	i	i
Cn1nnc2cc(C(=O)NCc3ccc4c(c3)OCO4)ccc21	i	i
Cc1[nH]n(-c2ccccc2)c(=O)c1C=Nc1ccc(S(N)(=O)=O)cc1	i	i
COC(=O)CSC(=S)N1C(C)CCCC1C (stereo not given)	i	i
Cc1cc(Nc2ccc(F)cc2C)n2nc(C)nc2n1	i	i
CC(=O)N1CCc2c(sc(NC(=O)C3CCN(S(=O)(=O)c4cccs4)CC3)c2C(N)=O)C1	i	i
COc1cccc(CSc2nc(N)cc(N)n2)c1	i	i
NC(=O)/C(=N\OC(=O)c1ccco1)c1nc(-c2ccc(Br)cc2)cs1	i	i
CNC(=S)NNC(=O)c1sccc1OCc1ccccc1	i	i
CC(=O)COC(=O)C1CC(=O)N(c2ccc(C)c(C)c2)C1 (stereo not given)	i	i
O=C(Cc1c(F)cccc1Cl)OCN1C(=O)c2ccccc2C1=O	i	i
Cc1ccc(C)c(N2CCN(CCCNC(=O)Cn3cccc3C(=O)c3ccccc3)CC2)c1	i	i
CCc1nc2ccccc2n1CC(=O)Nc1cc(C)on1	i	i
O=C(/C=C/c1cccs1)NCc1cccs1	i	i
Cn1cnnc1SCc1ccc(C#N)cc1	i	i
C(#CCN1CCOCC1)COCCCOC(c1ccccc1)c1ccccc1	i	i
CCOc1cc(C2C(C#N)=C(N)SC(N)=C2C#N)ccc1OCCN1CCOCC1	i	i
O=C(C1CCOCC1)N1CCCC(N2CCN(c3cccc(Cl)c3)CC2)C1 (stereo not given)	i	i
CCN(C(=O)Cn1nc(C)c([N+](=O)[O-])c1C)c1c(N)n(Cc2ccccc2)c(=O)[nH]c1=O	i	i
CCCN1CN(Cc2ccccc2)CNC1=S	i	i
Cc1ccc(C(=O)NNC(=O)c2cccnc2SCc2cccc([N+](=O)[O-])c2)cc1	i	i
CCN1C(=O)/C(=C\N2CCN(c3ccccc3)CC2)SC1=S	i	i
COc1ccccc1NS(=O)(=O)c1cccc(C(=O)NCC(c2ccc(F)cc2)N2CCOCC2)c1 (stereo not given)	i	i
COc1ccc(N=C2SC(CC(=O)Nc3ccccc3)C(=O)N2Cc2ccccn2)cc1 (stereo not given)	i	i
O=c1[nH]c(N/N=C/c2cc3c(cc2[N+](=O)[O-])OCO3)nc2ccccc12	i	i
CCn1c(SCC(=O)NCc2ccco2)nc2c(c1=O)SC(C)C2 (stereo not given)	i	i
COc1ccc(CCN(C)S(=O)(=O)c2ccc(Cl)nc2)cc1OC	i	i

A draw from above in order of molar mass, descending:
SMILES	CHT allo act	CHT inh
CCC1=C(OC(=O)N(CC)CC)N2C(=O)OC(=NCc3ccccc3)[C@]2(C)[C@H]2C1=CC[C@H]1C(=O)NC(=O)[C@H]12	i	i
CC(=O)c1ccc(NC(=S)N2CCN(CCN3C(=O)c4cccc5cccc(c45)C3=O)CC2)cc1	i	i
Cc1ccc(C)c(N2CCN(CCCNC(=O)Cn3cccc3C(=O)c3ccccc3)CC2)c1	i	i
CC(C)Cn1c(-c2cc([N+](=O)[O-])ccc2Cl)nc2c1c(=O)[nH]c(=O)n2Cc1ccccc1	i	i
COc1cccc(OCC(=O)Nc2ccccc2C(=O)Nc2ccc(C(=O)O)cc2)c1	i	i
C(#CCN1CCOCC1)COCCCOC(c1ccccc1)c1ccccc1	i	i
Cc1ccc(NC(=O)c2ccccc2OCC(=O)c2ccc(F)cc2)cc1	i	i
CC1CC(C)CN(CCCNC(=O)c2csc3c2CCCCC3)C1 (stereo not given)	i	i
O=C(Cc1c(F)cccc1Cl)OCN1C(=O)c2ccccc2C1=O	i	i
COC(=O)c1cc(OC)c(OC)cc1NC(=O)CN1CCCCC1	i	i
Cc1ccc(S(=O)(=O)/N=C/c2c(O)ccc3ccccc23)cc1	i	i
CCOc1ccc2c3c(c(=O)oc2c1OCC)CCCC3	i	i
Cc1ccc(-c2nnc(Cc3ccc(Cl)cc3)o2)cc1	i	i
CCc1nc2ccccc2n1CC(=O)Nc1cc(C)on1	i	i
Cc1cccc2cc(C#N)c(N3CCN(C)CC3)nc12	i	i
Cn1cnnc1SCc1ccc(C#N)cc1	i	i

Next section
SMILES	CHT allo act	CHT inh
COc1ccc(C(=O)O)cc1NC(=S)NC(=O)C(c1ccccc1)c1ccccc1	i	i
CC(C(=O)NC1CCS(=O)(=O)C1)N1C(=O)/C(=C/c2ccc(Cl)cc2)SC1=S (stereo not given)	i	-8.07*
Fc1ccc(CNC(=S)NC2CCCC2)cc1	i	i
COc1ccc(C2NC(=O)C(C#N)=C(S)N2c2cccc(C)c2)cc1OC (stereo not given)	i	i
COc1ccc(NC(=O)CC(C)CC(=O)NCc2ccccc2)c(OC)c1 (stereo not given)	i	i
COC(=O)CSc1ncnc2c1cnn2-c1ccc(C)cc1C	i	i
